# High-throughput results deposited in PubChem by Broad Institute.
# PGC1a acetyl inh = lowers PGC1a acetylation signal in U2OS cells; AlphaScreen anti-acetyl-lysine; with virally co-expressed GCN5 acetyltransferase; inhibition, % at 15.6 µM; hit rate 0.17% among 350,000;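 active = every replicate shows inhibition of at least 40%; inconclusive = mean inhibition at least 40% but some replicate below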;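 note: 0% = neutral control wells and 100% = positive control wells; some results beyond the cut were filed as inactive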
# Cneo AK release = Cryptococcus neoformans lysis via adenylate kinase release | C. neoformans lysis, adenylate kinase release luminescence, 4 h; normalised: neutral wells 0, clomiphene wells 100 | hit rate 0.2% among 360,000 | lysis activity, % at 15 µM;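 active = mean lysis activity across replicates of at least 80%, whatever share of replicates individually reach that level; inactive = mean lysis activity below 80%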
#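 Assay system: log-phase C. neoformans yeast / Quantity: yeast cell density of 5 × 10^6 cells/mL / Medium: fresh YPD growth medium / Compound: single dose / Timing: static 4 h at 37 °C with compound, 1 h detection / Measured by: adenylate kinase release luminescence / Read-out: lysis from increased AK signal / Benchmarks: Clomiphene as positive lysis control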
# An asterisk follows results filed as active; ? = inconclusive.
SMILES,PGC1a acetyl inh,Cneo AK release
O=C(CN(Cc1ccccc1)C(=O)c1ccco1)NCc1ccc(F)cc1,-4,1
CCOC(=O)NC(O)C(=O)c1cccs1 (centres undefined),8,-1
Cc1ccc(-c2ccc(=O)n(CC(=O)NCc3ccco3)n2)cc1,-12,0
N#Cc1cnc(SCCc2ccccc2)nc1N,7,1
COc1ccc(/C(N)=N/OC(=O)c2cccc([N+](=O)[O-])c2C)cc1OC,0,1
CC(=O)NCCOc1nc(N(C)C)nc(N2CCOCC2)n1,12,-2
CCn1c2ccccc2c2cc(CN3CCN(C(=O)c4ccco4)CC3)ccc21,-11,2
CN(Cc1ccccc1)C(=O)CCCn1c(=O)[nH]c2cc(Cl)ccc2c1=O,6,0
Nc1nnc(CC(=O)N/N=C/c2cccc(OCCOc3ccccc3)c2)s1,7,-1
CCn1nnnc1SCC(=O)Nc1cc(C)on1,-13,-3
O=C(CSc1nncs1)Nc1ccc2c(c1)OCCO2,-10,-2
Cc1ccc(S(=O)(=O)Nc2cc(C(=O)Nc3cc(C)cc(C)c3)ccc2Cl)cc1,-12,-2
C=CCN=C1N[C@@H](c2ccccc2)C(C(=O)OC)=C(C)N1CC,-3,-1
COc1cccc(OCCOc2c(OC)cccc2OC)c1,28,9
c1ccc2c(NCC3CCCO3)nc(-c3ccncc3)nc2c1 (centres undefined),-7,-2
C=CCNc1nc(C2(C)CC3(CC(C)(C)OC3=O)C(=O)O2)cs1 (centres undefined),-1,-7
O=C(Nc1nnc(SCc2ccc(F)cc2)s1)c1ccco1,5,28
O=C(CCC(=O)OCC(=O)c1cccc([N+](=O)[O-])c1)Nc1cccc(Cl)c1Cl,8,1
O=C(NCCCN1CCCCC1)C1CCC(=O)N1CCc1ccccc1 (centres undefined),5,0
CCCC(=O)Nc1ccc(C(=O)Nc2nc(CC(=O)OCC)cs2)cc1,2,-3
CC(=O)OC1CSc2nc3ccccc3n2C1 (centres undefined),1,5
CCCn1c(N2CCN(CC(=O)c3c[nH]c4ccccc34)CC2)nc2c1c(=O)[nH]c(=O)n2C,-5,0
Oc1[nH]c2ccccc2c1/C=N/c1nccs1,-3,-3
CCOC(=O)CCc1c(C)nc2cc(-c3ccc(F)cc3)[nH]n2c1=O,22,-1
CCCC1=C(C(=O)OCC)C(c2c(C)nn(-c3ccccc3)c2Cl)C(C#N)=C(N)O1 (centres undefined),-3,1
Cc1ccc(NC(=O)c2ccc(CSc3nnc(-c4ccncc4)n3C)cc2)cc1,0,-2
Cc1sc2ncnc(NCC3(N4CCOCC4)CCCCC3)c2c1C,-7,1
CCOc1ccc(N(CC(=O)Nc2ccccc2)S(C)(=O)=O)cc1,0,5
C=CCn1c(SCC(=O)c2cccs2)nc2sc(C)c(C)c2c1=O,-7,3
CCC1(C)CC(CC(=O)O)(c2ccccc2OC)CCO1 (centres undefined),-18,0
Cc1ccc(S(=O)(=O)Nc2c(O)ccc3ccccc23)cc1,1,-5
O=C(NCC1CCCO1)C1c2ccccc2C(=O)N1Cc1ccc2c(c1)OCO2 (centres undefined),-8,2
COC(=O)C(C)N1C(=O)S/C(=C/c2cc(C)n(C(C)C)c2C)C1=O (centres undefined),-2,-3
CCCOC(=O)C1C2C=C[C@]3(CN(CCc4ccccc4)C(=O)[C@H]13)O2 (some centres undefined),1,-2
COc1ccc2oc(-c3ccccc3)c(C(=O)N3CCOCC3)c2c1,-7,2
CC(=O)Nc1ccc(NC(=O)CN(C)CCC#N)cc1,3,2
Cc1ccc(NCc2nnc(SCCN3CCCCC3)n2CC2CCCO2)cc1Cl (centres undefined),-13,2
CCCN(CCC)CCNC(=O)C1CC(=O)N(c2ccc(OC)cc2)C1c1ccc(OC)cc1 (centres undefined),-9,2
COc1cccc(NC(=O)C2CCCCC2)c1,1,3
CS(=O)(=O)N(CC(=O)Nc1ccccc1C(=O)N1CCOCC1)c1ccccc1,2,1
O=C(NC1CCCC1)c1cccc(S(=O)(=O)N2CCCCC2)c1,-12,-2
Nc1nc(CN2CCCCCC2)nc(Nc2ccccc2)n1,2,-2
O=C1c2ccccc2C(=O)N1CC(=O)N1c2ccccc2CCc2ccccc21,6,2
O=S(=O)(c1ccc(S(=O)(=O)n2cnc3ccccc32)cc1)N1CCCCCC1,-9,-2
Cc1nn(C)cc1CN(C)C(=O)c1sc2cccc(Cl)c2c1Cl,5,1
C=CCNc1nc(Nc2ccc(OC)cc2)nc(OC)n1,-4,0
O=C(Nc1cc(N2CCOCC2)ncn1)c1ccccc1,1,1
CCN(CC)C(=O)COc1ccc2oc(C)c(C(=O)OC)c2c1,0,0
COc1ccccc1C1C(C#N)=C(N)Oc2cc(C)n(CCCn3ccnc3)c(=O)c21 (centres undefined),3,0
CCn1c(SCC(=O)N2CCCCC2C)nnc1-c1ccc(S(=O)(=O)N2CCN(C)CC2)cc1 (centres undefined),8,4
CCOc1ccc(NC(=O)CSc2nnc(C)n2CC2CCCO2)cc1 (centres undefined),9,1
CCCS(=O)(=O)N1CCN(Cc2ccccc2OCC)CC1,4,-2
COc1ccc(N(CC(=O)NN=C2CCCCCCC2)S(=O)(=O)c2ccccc2)cc1Cl,-6,2
O=C(CCCC(=O)N(CC(=O)NC1CCCC1)Cc1ccc2c(c1)OCO2)Nc1ccccn1,-18,5
O=C(NCCCc1ccccc1)c1ccccc1,-1,2
CN(C)S(=O)(=O)c1ccc(C(=O)Nc2cccc(C(=O)O)c2)cc1,4,0
CC1CN(Cc2cc(=O)n3ccsc3n2)CC(C)O1 (centres undefined),3,-3
Cc1nc2ccc(NC3=NCCCCC3)cc2s1,8,-1
Cc1ccc(Oc2nnc(-c3ccccc3)cc2C#N)cc1,-9,-5
CCN(CC)c1ccc(NC(=O)CN2CCN(CC(=O)Nc3ccc(F)cc3)CC2)cc1,16,0

# Next section.
SMILES,PGC1a acetyl inh,Cneo AK release
CC(Sc1nc2ccccc2[nH]1)C(=O)Nc1ccc2c(c1)OCCO2 (centres undefined),-4,-1
CCCC(=O)NC(c1ccco1)c1cc(Cl)c2cccnc2c1O (centres undefined),12,8
O=C(Cn1cnc2ccccc2c1=O)c1ccc2c(c1)OCCO2,3,-2
COc1ccc2nc(COC(=O)c3ccco3)c(C(C)=O)[n+]([O-])c2c1,2,-1
CCOC(=O)c1c(C)c(C(=O)Nc2cc(OC)ccc2OC)c(C)n1CC,1,2
CC(C)Cn1c(SCC(=O)c2c(N)n(C)c(=O)n(C)c2=O)nc2ccccc21,2,2
O=C(NCCN1CCOCC1)C1CCC(=O)N1Cc1ccccc1Cl (centres undefined),-11,3
CCN1CCN(C(=S)c2ccc(SC)cc2)CC1,-2,-1
CCOC(=O)C1CCN(CCC(=O)Nc2ccc(Cl)cc2)CC1,-4,-1
COC(CN1C(=O)C(O)=C(C(C)=O)C1c1ccccn1)OC (centres undefined),-3,1
O=C(c1cc2sccc2n1Cc1ccccc1)N1CCCc2ccccc21,-11,3
O=C(COC(=O)C1CCCCC1)Nc1ccc(N2CCCCC2)cc1,7,-18
CN1CCCCCC1=NC1=C(C#N)CCCC1,-16,1
CCCCNC(=O)C1CC(=O)N(CCC(C)C)C1 (centres undefined),0,-1
CCc1ccccc1NC1c2ccccc2C(=O)N1c1cccnc1 (centres undefined),-1,6
CCCCNC(=O)CSc1nnc(-c2ccco2)n1C,4,3
CC1=CC(C)(C)Nc2cc(C)c(C)cc21,7,2
CCCCOc1ccccc1C1CC(=O)NC2=C1C(=O)CCC2 (centres undefined),1,1
Cc1ccc(-c2nnc(SCC(=O)N3CCCC3)o2)cc1C,5,1
CC1CCCN(S(=O)(=O)c2ccc3c(c2)CCN3C(=O)C2CCC2)C1 (centres undefined),-5,-1

# Of the compounds above, 2 contain a nitro group on carbon:
SMILES,PGC1a acetyl inh,Cneo AK release
COc1ccc(/C(N)=N/OC(=O)c2cccc([N+](=O)[O-])c2C)cc1OC,0,1
O=C(CCC(=O)OCC(=O)c1cccc([N+](=O)[O-])c1)Nc1cccc(Cl)c1Cl,8,1

# Retrieved by structure from the entries so far:
SMILES,PGC1a acetyl inh,Cneo AK release
CN(C)S(=O)(=O)c1ccc(C(=O)Nc2cccc(C(=O)O)c2)cc1,4,0
C=CCNc1nc(C2(C)CC3(CC(C)(C)OC3=O)C(=O)O2)cs1 (centres undefined),-1,-7
CCc1ccccc1NC1c2ccccc2C(=O)N1c1cccnc1 (centres undefined),-1,6
C=CCn1c(SCC(=O)c2cccs2)nc2sc(C)c(C)c2c1=O,-7,3

# Ordered by value in PGC1a acetyl inh (smallest number first): 6 of the compounds above
Molecule | PGC1a acetyl inh
COc1ccc2oc(-c3ccccc3)c(C(=O)N3CCOCC3)c2c1 | -7
CCCn1c(N2CCN(CC(=O)c3c[nH]c4ccccc34)CC2)nc2c1c(=O)[nH]c(=O)n2C | -5
C=CCN=C1N[C@@H](c2ccccc2)C(C(=O)OC)=C(C)N1CC | -3
COC(=O)C(C)N1C(=O)S/C(=C/c2cc(C)n(C(C)C)c2C)C1=O (centres undefined) | -2
Cc1ccc(S(=O)(=O)Nc2c(O)ccc3ccccc23)cc1 | 1
O=C(NCCCN1CCCCC1)C1CCC(=O)N1CCc1ccccc1 (centres undefined) | 5

# Complete entries from above. Values in the order: PGC1a acetyl inh, Cneo AK release
# Shown for O=C(NCCN1CCOCC1)C1CCC(=O)N1Cc1ccccc1Cl (centres undefined) → -11, 3
# Shown for Oc1[nH]c2ccccc2c1/C=N/c1nccs1 → -3, -3

# (more compounds)
SMILES,PGC1a acetyl inh,Cneo AK release
CS(=O)(=O)N(CC(=O)N1CCN(c2ccccc2)CC1)c1cccc(Br)c1,?,-1
CC(C)OC(=O)c1ccc(NC(=O)c2ccco2)cc1,-11,-1
COc1ccc(-c2nn(C)c(=O)c3ccccc23)cc1NC(=O)Cn1nc(-c2ccccc2)c2ccccc2c1=O,-13,1
COc1cccc(/C=N/n2cnnc2)c1OCc1ccccc1,5,9
Fc1ccc(Br)cc1/C=N/n1cnnc1,0,1
O=C(Nc1ncc2c(n1)CC(c1ccco1)CC2=O)c1ccccc1 (centres undefined),5,5
COc1ccc(N2C(=O)CCC(C(=O)N3CCOCC3)C2c2ccc(F)cc2)cc1 (centres undefined),-3,0
CCc1ccc(NC(=O)c2cc(S(=O)(=O)N3CCCC3)c[nH]2)cc1,11,0
CCN(CC)c1ccc(C2C3CCCCC3(O)CCN2CC(=O)Nc2ccccc2)cc1 (centres undefined),14,-2
Cc1ccc(/C(O)=C2/C(=O)C(=O)N(Cc3cccnc3)C2c2ccccn2)cc1 (centres undefined),-5,7
O=C1c2cc(Cl)ccc2OC2(CCNCC2)C12CC(c1ccc(Cl)cc1)=NO2 (centres undefined),1,0
O=C(C1CC1)N1CCCCN2[C@@H](CO)[C@@H](c3ccc(-c4ccncc4)cc3)[C@@H]2C1,4,-3
Cc1cc(C(=O)Nn2cnnc2)cs1,9,1
Cn1c(N)c(C(=O)COC(=O)C2(c3ccccc3F)CCCC2)c(=O)n(C)c1=O,6,1
COc1ccccc1NC(=O)c1nn(-c2ccc(F)c(F)c2)ccc1=O,1,0
O=C(O)c1c[nH]c2c(C(F)(F)F)cccc2c1=O,-2,4
COc1ccc(CCN2CC(C(=O)O)CC2=O)cc1OC (centres undefined),-8,-3
O=C(CN1CC(c2ccccc2)CC1=O)OCc1cccc(Br)c1 (centres undefined),-9,2
CC(C)(C)C(=O)N1CCN(c2c(Cl)cccc2[N+](=O)[O-])CC1,4,2
CCc1cc2cc(C(=O)Nc3ccccc3F)sc2s1,15,0
CCCOC(=O)c1sc2nc3c(cc2c1N)C(=O)CCC3,12,-2
CCCN1C(=O)N(C)C(N(O)C(=O)NC)C1(C)C (centres undefined),13,3
Cc1ccc(NC(=O)c2ccc(CSc3nnc(-c4ccncc4)n3C)cc2)c(C)c1,-5,-4
CCC(C)(NC(=O)c1cccc(N2C(=O)CSC2c2ccccc2)c1)C(=O)Nc1ccccc1C (centres undefined),-12,0
CCc1ccccc1NC(=O)C1CC(c2ccc(F)cc2)=NO1 (centres undefined),-4,-2
O=C(Nc1ccccc1N1CCCC1)c1cc2ccccc2o1,-3,-4
COC(=O)CN(c1nc(C)c(Br)c(OC)n1)S(=O)(=O)c1ccc(C)cc1,6,1
O=S(=O)(c1ccccc1)c1nc(-c2ccccc2)oc1NCc1cccnc1,-2,1
CCN(CC)c1ccc(/C=c2\sc3nnc(-c4ccccc4Cl)n3c2=O)cc1,-3,-1
O=C(Nc1ccc2c(c1)OCO2)C(c1ccc(Cl)cc1)N1CCC2(CC1)OCCO2 (centres undefined),-33,1
COC(=O)c1ccc(N2CCN(S(=O)(=O)c3ccc(Br)cc3)CC2)c([N+](=O)[O-])c1,-6,2
O=C(Nc1ccccc1N1CCN(C(=O)c2ccc(Cl)cc2)CC1)c1cc2ccccc2o1,-9,-1
CCc1ccc(NC(=O)Cn2c(=O)n(CCCC(=O)NCc3ccco3)c(=O)c3ccccc32)cc1,-13,2
O=C1CCC(=O)N1CCc1c[nH]c2ccccc12,0,1
CC(=O)OCc1nc2ccccc2s1,6,0
O=C(CS(=O)(=O)c1cn(Cc2cccc(F)c2)c2ccccc12)N1CCOCC1,-12,1
COc1ccc(NC(=O)c2ccc(Br)o2)c([N+](=O)[O-])c1,4,1
CCOC(=O)c1c(C)[nH]c(C)c1C(=O)Cn1nnc(-c2ccccc2C)n1,8,0
Cc1noc(C)c1COC(=O)c1cccnc1SCC(=O)Nc1ccc2c(c1)OCO2,13,1
O=C(OCc1nc2ccccc2s1)C1CCN(C2=NS(=O)(=O)c3ccccc32)CC1,-8,-5
C=CCOc1ccc(/C(O)=C2/C(=O)C(=O)N(CCCN3CCOCC3)C2c2ccc(OC)cc2)cc1 (centres undefined),-14,1
CCOC(=O)c1c(C)[nH]c(C(=O)CSc2nc3ccccc3o2)c1C,3,1
CC(C)(C)NC(=O)Cn1c(SCC(N)=O)nc2ccccc21,-9,1
CCN(CC)S(=O)(=O)c1ccc(N(C)Cc2cccnc2)nc1,-14,-4

# The list is partial; the hit share may differ from the screen's.
